Screens deposited in PubChem by National Center for Advancing Translational Sciences (NCATS).
TbPYK inhibitor = qHTS of Trypanosoma Brucei Inhibitors | Potency, µM (titrated, usually from 76.8 µM), for inactives: at the highest dose activity, negative = inhibition, usual class: inhibitors | TbPYK enzyme, Kinase-Glo Plus ATP luminescence, 45 min | 0.12% of 410,000 active; also: potency is read from the fitted curve at half-maximal effect; nearly all actives have a fitted effect of over 50% in size
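TbPYK + substrate in 50 mM TEA pH 7.2, 100 mM KCl, 10 mM MgCl2, 0.05% BSA, 0.01% Tween-20; cpd pinned; ADP 130 uM final; 45 min RT; Kinase-Glo Plus 10 min; luminescence endpoint.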
HCMV inh = qHTS Assay for inhibitors of the human cytomegalovirus (HCMV). activity change, negative = inhibition, % at 57.5 µM. 4.5% of 410,000 active. AID 1259415, 2018. HFF cells, HCMV-luciferase reporter, 72 h; hits give low values; in the data active = activity change below about -60%; inconclusive = no clear call, values can overlap the other calls; inactive = above about -39%
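Compounds were evaluated in HFFs infected with an HCMV luciferase reporter virus (MOI 1 PFU/cell). Luciferase in lysates collected 72 h post infection served as the replication measure.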
AmpC inh no detg = qHTS Inhibitors of AmpC Beta-Lactamase (assay without detergent) | 0.52% of 330,000 active | AmpC nitrocefin hydrolysis, absorbance 480 nm, 0.0001% Triton | P00811 | Potency, µM (top dose mostly 57.1 µM), for the others: at the highest dose activity change, negative = inhibition, most hits filed as inhibitors;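 also: potency is read from the fitted curve at half-maximal effect; plate controls were no compound for no effect and no enzyme for full effect; nearly all actives have a fitted effect of over 20% in size; some results filed as inactive show a strong effect at the top dose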
Target sequence (P00811 whole entry, looked up): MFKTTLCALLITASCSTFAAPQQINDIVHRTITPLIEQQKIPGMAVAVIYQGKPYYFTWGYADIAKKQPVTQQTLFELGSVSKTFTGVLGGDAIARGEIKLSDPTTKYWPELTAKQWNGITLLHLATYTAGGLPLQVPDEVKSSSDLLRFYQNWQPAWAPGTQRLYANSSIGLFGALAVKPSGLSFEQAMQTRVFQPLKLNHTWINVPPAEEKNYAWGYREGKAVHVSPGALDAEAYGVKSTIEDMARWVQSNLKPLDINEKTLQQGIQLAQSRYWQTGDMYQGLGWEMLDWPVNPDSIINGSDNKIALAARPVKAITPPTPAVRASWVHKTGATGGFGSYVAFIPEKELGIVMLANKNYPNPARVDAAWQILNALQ
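AmpC (5.3 nM in the dispensed reagent) in 20 mM phosphate pH 7.0 with 0.01% (detergent screen) or 0.0001% Triton X-100 was preincubated with compounds for 15 min at room temperature. Nitrocefin was then added from an 800 uM solution, and hydrolysis was followed at 480 nm.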
AMA1-RON2 inh = qHTS for Inhibitors of AMA1-RON; Towards Development of Antimalarial Drug Lead: Primary Screen | Plasmodium falciparum AMA1 (3D7) - RON2 peptide interaction | AlphaScreen AMA1-biotinylated RON2 peptide binding | Potency, µM (titrated, usually from 58.2 µM), inactives show at the highest dose activity change, negative = inhibition, actives largely listed as inhibitors | 0.2% of 360,000 active;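 also: potency is read from the fitted curve at half-maximal effect; 0% = vehicle wells and -100% = peptide control; nearly all actives have a fitted effect of over 45% in size; some results filed as inactive show a strong effect at the top dose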
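AMA1 (3D7) with his tag at 25 nM final met compounds first, then biotinylated RON2 peptide at 25 nM; detection used donor plus acceptor beads, 10 µg/mL apiece, read by AlphaScreen after 30 min at room temperature.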
LmPK inhibitor = qHTS Assay for Inhibitors of Leishmania Mexicana Pyruvate Kinase (LmPK) | Q27686 | purified LmPK, Kinase-Glo ATP luminescence, 1 h | Potency, µM (doses to about 57.5 µM), inactives show top-dose activity change, negative = inhibition, usual class: inhibitors | 0.37% of 290,000 active | AID 1721, 2009; also: potency is read from the fitted curve at half-maximal effect
Target sequence (Q27686 whole entry, looked up): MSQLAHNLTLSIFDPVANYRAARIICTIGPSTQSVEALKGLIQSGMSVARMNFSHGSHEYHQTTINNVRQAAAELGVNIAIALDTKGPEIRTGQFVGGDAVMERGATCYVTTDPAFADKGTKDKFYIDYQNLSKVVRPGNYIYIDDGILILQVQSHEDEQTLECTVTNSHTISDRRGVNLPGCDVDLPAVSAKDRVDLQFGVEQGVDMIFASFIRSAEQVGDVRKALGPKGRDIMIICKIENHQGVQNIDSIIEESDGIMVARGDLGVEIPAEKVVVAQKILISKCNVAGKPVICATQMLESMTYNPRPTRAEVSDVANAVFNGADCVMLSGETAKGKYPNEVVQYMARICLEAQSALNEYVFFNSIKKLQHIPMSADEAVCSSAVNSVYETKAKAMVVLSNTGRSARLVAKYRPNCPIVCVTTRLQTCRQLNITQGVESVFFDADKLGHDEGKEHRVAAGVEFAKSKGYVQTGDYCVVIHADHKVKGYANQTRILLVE
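Purified LmPK (0.1 nM) with 0.5 mM PEP and 0.1 mM ADP in imidazole buffer pH 7.2 with MgCl2/KCl, 1 h at room temperature. ATP formed was read by luciferase luminescence and normalized to no-enzyme and uninhibited controls.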
Sm TGR inh = qHTS Assay for the Inhibitors of Schistosoma Mansoni Peroxiredoxins | purified TGR, DTNB reduction, TNB absorbance 405 nm | Potency, µM (titrated, usually from 114 µM), inactives show top-dose activity change, negative = inhibition, hits mostly inhibitors | 3% of 360,000 active | AID 485364, 2010; also: potency is read from the fitted curve at half-maximal effect; nearly all actives have a fitted effect of over 60% in size
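First, TGR (20 nM dispensed) and NADPH were mixed with compound. Second, a 15 min room-temperature incubation followed. Third, further NADPH and then DTNB were added to start the reaction. Finally, TNB absorbance was monitored kinetically.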
AmpC detergent = qHTS Inhibitors of AmpC Beta-Lactamase (assay with detergent). 0.041% of 370,000 active. P00811. AmpC hydrolysis of nitrocefin, absorbance 480 nm, 0.01% Triton. Potency, µM (top dose mostly 114 µM), for inactives: at the highest dose activity change, negative = inhibition, most hits filed as inhibitors;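 also: potency is read from the fitted curve at half-maximal effect; 0% = no-compound wells and -100% = no-enzyme wells; nearly all actives have a fitted effect of over 25% in size; some results filed as inactive show a strong effect at the top dose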
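20 mM phosphate pH 7.0 + 0.01% (detergent screen) or 0.0001% Triton X-100; 5.3 nM AmpC reagent; cpd preinc 15 min RT; nitrocefin (800 uM stock) to start; A480 q20 s × 4 min; Activity was normalised to no-enzyme and no-compound control wells.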
Numbers without * were called inactive; ? = inconclusive; . = no result given; [ ] = dose if it differs, or a comment. Unless noted, calls follow the shape of the dose curve; as a rule, active = well fitted curve in the direction sought with a large enough effect; inconclusive = small, poorly fitted or top-dose-only effect, or another doubt; inactive = no such curve, though single readings can be large; an effect the other way counts as inactive or inconclusive. Unless noted, % is scaled to controls: 0 for no effect and ±100 for the full control effect. Not a hit list; any-hit rate near 7.4%.

The line under a structure holds: TbPYK inhibitor	HCMV inh	AmpC inh no detg	AMA1-RON2 inh	LmPK inhibitor	Sm TGR inh	AmpC detergent
O=C(Oc1ccc2c3c(c(=O)oc2c1)CCCC3)c1cccs1
→ 6.4%	19.7	-27.2%	-1.0%	-2.4%	-0.1%	?
CCC(C)NC(=O)Cc1c(OC)ccc2cc(Br)ccc12 (stereo not given)
→ 2.7%	4.1	-16.7%	-4.0%	-0.6%	.	-0.5%
Cc1ccc(C2CC(=O)NC(SCC(=O)OCc3ccccc3)=C2C#N)o1 (stereo not given)
→ -3.6%	60.3	-18.3%	-11.2%	11.5%	?	0.6%
O=c1oc2cc(O)ccc2cc1-c1ccc(F)cc1
→ ?	78.5	-39.4%	22.6%	?	-4.1%	?
CNC(=O)COc1ccc(S(=O)(=O)N2CCCC2)cc1
→ ?	-4.5	-9.0%	0.0%	-1.6%	-13.8%	-1.7%
CCOc1ccccc1CNC(=O)C1CCN(C(=O)N2CC(CC)Oc3ccc(C)cc32)CC1 (stereo not given)
→ 0.8%	16.2	.	.	.	0.5%	25.4%
COc1cccc(C2c3c(oc4ccccc4c3=O)C(=O)N2Cc2ccco2)c1 (stereo not given)
→ -2.0%	-14.4	.	-1.4%	.	.	.
COc1ccc(CNC(=O)COC(=O)c2cc(-c3ccco3)nc3ccccc23)cc1
→ .	.	10µM*	.	-5.8%	11.2µM*	-4.8%
CCCN(CCC)C1Sc2ccc(C(=O)OC)cc2NC1=O (stereo not given)
→ 2.2%	-4.8	-11.6%	41.2%[activator]	-7.0%	-1.3%	-2.9%
COc1ccc(-c2c(C)oc3cc(O)cc(O)c3c2=O)cc1OC
→ 1.3%	-27.1	-35.3%	-2.5%	6.9%	6.1%	?
Oc1ccccc1-c1cc(-c2cccc(F)c2)n[nH]1
→ 1.2%	211.6	-44.1%	17.2%	-18.2%	-14.7%	?
COC(=O)CSc1nnc(-c2c[nH]c3ccccc23)o1
→ -14.6%	-10.2	-13.2%	-1.3%	-0.7%	-1.1%	-18.5%
Cc1nnc(SC(C)C(=O)NC2CCCCC2C)n1N (stereo not given)
→ -2.9%	-15.4	9.3%	5.6%	.	-1.2%	-7.7%
Cc1nnsc1C(=O)N1CCCC(C(=O)c2ccc(C(F)(F)F)cc2)C1 (stereo not given)
→ 0.2%	-11.0	17.4%	-11.4%	3.4%	1.8%	2.5%
O=C(C[n+]1ccccc1)N/N=C/c1cc(Br)ccc1O
→ 7.0%	18.5	-6.0%	-24.4%	-7.6%	27.6%	-0.6%
C=CCn1c(C)c(C=C2C(=O)NC(=O)NC2=O)c2ccccc21
→ -2.9%	71.6	-15.0%	-2.7%	-4.8%	?	-8.4%
COc1ccc(Oc2c(C(F)(F)F)oc3c(CN4CCCC(C)C4)c(O)ccc3c2=O)cc1 (stereo not given)
→ 4.4%	-61.0*	.	.	.	-25.0%	28.7%
CC(C)(C)c1ccc(COc2ccsc2C(=O)O)cc1
→ 1.7%	29.0	-16.0%	-15.8%	2.6%	-9.9%	5.0%
COc1ccc(NS(=O)(=O)c2ccc3c(c2)CCCN3C(C)=O)cc1
→ 0.8%	?	-1.4%	-8.8%	2.6%	-19.8%	3.8%
COc1ccc(OCCSc2nc3ccccc3n2CCC(=O)O)cc1
→ -5.4%	5.6	-7.3%	-8.2%	1.5%	-34.3%	-5.0%

Some entries already given, limited to AMA1-RON2 inh and LmPK inhibitor.
SMILES | AMA1-RON2 inh | LmPK inhibitor
CCCN(CCC)C1Sc2ccc(C(=O)OC)cc2NC1=O (stereo not given) | 41.2%[activator] | -7.0%
COc1ccc(-c2c(C)oc3cc(O)cc(O)c3c2=O)cc1OC | -2.5% | 6.9%

Compound profiles (already shown):
Results for `COc1ccc(-c2c(C)oc3cc(O)cc(O)c3c2=O)cc1OC` = TbPYK inhibitor: 1.3%; HCMV inh: -27.1; AmpC inh no detg: -35.3%; AMA1-RON2 inh: -2.5%; LmPK inhibitor: 6.9%; Sm TGR inh: 6.1%; AmpC detergent: ?
Results for `COc1ccc(CNC(=O)COC(=O)c2cc(-c3ccco3)nc3ccccc23)cc1` = TbPYK inhibitor: .; HCMV inh: .; AmpC inh no detg: 10µM*; AMA1-RON2 inh: .; LmPK inhibitor: -5.8%; Sm TGR inh: 11.2µM*; AmpC detergent: -4.8%

The list goes on:
The line under a structure holds: TbPYK inhibitor	HCMV inh	AmpC inh no detg	AMA1-RON2 inh	LmPK inhibitor	Sm TGR inh	AmpC detergent
Cc1cc2cc(CNC(=S)Nc3ccc(OC(F)(F)F)cc3)ccc2n1C
→ 3.3%	58.3	-26.6%	-5.4%	5.0%	-5.2%	1.5%
O=C(COc1ccc(Cl)cc1)N(Cc1cccs1)C1CCS(=O)(=O)C1 (stereo not given)
→ 8.5%	24.8	17.1%	0.0%	-11.8%	5.3%	?
Cc1cccc(C2CC(c3ccccc3)=NN2c2ccc(S(N)(=O)=O)cc2)c1 (stereo not given)
→ 6.7%	-12.9	.	88.2%[activator]	.	.	.
CCn1c(=O)c(C(=O)CN2CCN(S(=O)(=O)c3ccccc3)CC2)c(N)n(Cc2ccccc2)c1=O
→ -2.9%	-11.3	72.1%[activator]	12.7%	1.3%	-26.3%	-9.9%
Cc1cc(C(=O)Cn2nc(C(=O)O)c3ccccc3c2=O)c(C)n1CCc1ccc(F)cc1
→ 0.8%	-31.9	-37.2%	-27.5%	4.4%	12.9%	8.8%
O=C(CSc1nncn1-c1ccccc1)Nc1cc(F)ccc1F
→ 1.6%	?	-9.6%	-5.0%	6.8%	1.5%	0.3%
O=C(COC(=O)c1cc([N+](=O)[O-])ccc1N1CCOCC1)NCCc1ccccc1
→ 6.5%	12.5	15.1%	12.6%	-2.8%	-22.9%	-4.0%
Cc1ccc(C)c(NC(=O)COC(=O)COc2cccc3c2OC(C)(C)C3)c1
→ -3.3%	3.5	20.9%	-5.4%	.	0.4%	-8.7%
COc1ccc(Cl)cc1/C=N/NC(=O)c1c(-c2ccccc2)noc1C
→ -6.9%	-28.3	-30.6%	3.7%	-12.7%	-7.8%	-14.4%
Cc1ccc(OCCCC(=O)Nc2nncs2)cc1
→ -3.1%	33.2	-14.9%	-7.2%	0.8%	0.0%	-15.1%
CCN(C(=O)C(C)Cl)c1ccccc1 (stereo not given)
→ 1.0%	13.1	-8.9%	0.1%	-1.2%	-0.6%	6.1%
C=CCNC(=O)c1cc(-c2ccc3c(c2)OCO3)on1
→ 18.4%	16.4	-1.7%	1.8%	-8.4%	3.4%	-1.5%
COc1cc(/C=C/c2ccc3cccc(O)c3n2)cc(OC)c1OC
→ -12.7%	-94.4*	18.0%	103.3%[activator]	-1.0%	3.7%	-7.4%
Cc1cc(Nc2ccccc2Cl)nc(-c2ccccc2O)n1
→ 5.3%	-0.3	-19.0%	-3.5%	4.4%	-23.3%	-6.1%
COc1ccc2[nH]cc(C(=O)CN3CCCCC3C)c2c1 (stereo not given)
→ .	7.3	-2.6%	.	1.9%	-13.2%	-8.7%
CC(CCc1ccccc1)NC(=O)Cc1ccc(Br)cc1 (stereo not given)
→ 4.0%	-20.6	-6.0%	-10.2%	11.7%	2.4%	?
CCN(Cc1ccccc1)c1ccc(/C=N/NS(=O)(=O)c2cccc([N+](=O)[O-])c2)cc1
→ -6.2%	-16.0	-52.7%	-15.2%	4.6%	-20.3%	-4.8%
CCOc1ccc(NC(=O)N2CCN(c3nc4ccccc4s3)CC2)cc1
→ -9.6%	?	-13.0%	2.4%	-3.0%	23.0%	-11.7%
CCOc1ccc2nc(SCC(=O)c3ccc(O)cc3O)sc2c1
→ 4.9%	-37.6	-38.8%	64.6%[activator]	-0.8%	-15.8%	-5.5%
CSCCC(NC(=O)OCc1ccccc1)C(=O)NCc1cccnc1 (stereo not given)
→ 10.1%	-11.9	-0.4%	-0.8%	-1.9%	-24.8%	2.7%

Remaining list, next part.
The line under a structure holds: TbPYK inhibitor	HCMV inh	AmpC inh no detg	AMA1-RON2 inh	LmPK inhibitor	Sm TGR inh	AmpC detergent
Cc1cc(NC(=O)c2ccccc2)nc(C)n1
→ 4.3%	-30.3	-6.3%	-13.3%	-14.9%	-7.9%	-6.7%
COc1cccc(C(=O)CSc2nc3cccnc3n2C)c1
→ -10.1%	-19.9	-12.2%	17.7%	-2.7%	-7.8%	-5.2%
CC(C)C(C(=O)Nc1ccccc1)N1C(=O)c2ccccc2C1=O (stereo not given)
→ -0.7%	21.1	9.7%	8.4%	7.6%	3.9%	2.3%
Cn1c(CNc2nc3ccccc3n2C)nc2ccccc21
→ -1.1%	11.0	9.8%	25.2%	-3.1%	1.1%	-8.8%
CCC(Sc1nc(C)cc(C)n1)C(=O)Nc1ccc(Cl)cn1 (stereo not given)
→ -1.2%	-26.0	-1.1%	-2.4%	-3.7%	-12.3%	-3.6%
Cc1ccccc1OCc1nc(-c2ccc(-n3cccc3)cc2)no1
→ 8.9%	?	-13.9%	-5.0%	0.2%	-5.5%	?
N/C(=N\OC(=O)Cc1cccs1)c1ccc(Cl)cc1
→ 0.3%	30.5	-31.0%	3.2%	-0.8%	6.2%	-1.4%
CCOCCCNCc1cccc(OC)c1
→ 9.8%	57.0	-5.3%	-10.4%	-5.1%	2.0%	-1.1%
Cc1ccc(S(=O)(=O)NC(=O)NCCCN2CCOCC2)cc1
→ 2.6%	-13.3	-3.7%	0.3%	-1.4%	-4.0%	-10.4%
Cc1ccc(NC(=O)CSc2nc(N)c3c4c(sc3n2)CSC(C)(C)C4)cc1
→ -4.5%	32.7	-26.7%	-5.2%	1.8%	-1.9%	?
CCOC(=O)c1ccc(NC(=O)C2CCN(S(=O)(=O)c3c(C)nn(C)c3C)CC2)cc1
→ 0.1%	-1.9	100.4%[activator]	13.3%	-2.1%	-28.6%	-10.4%
O=S(=O)(NCCc1ccc(F)cc1)c1cccc2cccnc12
→ 10.7%	-31.1	-22.8%	-1.8%	-2.5%	.	2.5%
